HIF act – HIF pathway transcriptional activators, primary screen, cell-based, U2OS HRE-luciferase, luminescence; U2OS HRE-luciferase reporter; normalized: DMSO 0%, desferrioxamine 100%; AID 1910, 2009; 300,000 compounds, 0.32% hits; activation, % at 7.5 µM (by protocol);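 active = mean activation of at least 10% of the iron chelator positive control signal, with at least half of replicates also reaching 10%; inconclusive = mean and replicate majority disagree about reaching 10%; inactive = mean and most replicates under 10%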
HSF1 inh – HSF1 inhibitors in luciferase reporter cells, primary screen, cell-based, NIH3T3, luminescence. NIH3T3-HGL HSE-luciferase, MG132-induced, luminescence 8 h; stronger effect = lower value. activity change, negative = inhibition, % at 7.5 µM (by protocol). 300,000 compounds, 0.77% hits. AID 2098, 2009;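 active = more than half of replicate wells show activity change below -50%, luminescence cut by over half; inconclusive = some wells, but at most half, below -50%; inactive = no replicate well below -50%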;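 also: luciferase reports HSF-1 transcriptional activity via heat shock element; 0% = median of DMSO wells and -100% = zero luminescence signal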
GSK3A inh – blockers of GSK3A enzyme activity – biochemical, luminescence, cell-free homogeneous, HTS, primary screen; Glycogen synthase kinase-3 alpha (Homo sapiens), P49840; GSK-3 alpha kinase, ADP-Glo luminescence, 60 min; inhibition, % at 10 µM; 320,000 compounds, 0.1% hits; AID 2650, 2010;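 in the data active = inhibition above about 50%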;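 also: GST-tagged GSK-3 alpha with peptide substrate and 25 µM ATP; 0% = DMSO neutral wells and 100% = GW8510 positive control wells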
Target sequence (P49840 whole entry, looked up): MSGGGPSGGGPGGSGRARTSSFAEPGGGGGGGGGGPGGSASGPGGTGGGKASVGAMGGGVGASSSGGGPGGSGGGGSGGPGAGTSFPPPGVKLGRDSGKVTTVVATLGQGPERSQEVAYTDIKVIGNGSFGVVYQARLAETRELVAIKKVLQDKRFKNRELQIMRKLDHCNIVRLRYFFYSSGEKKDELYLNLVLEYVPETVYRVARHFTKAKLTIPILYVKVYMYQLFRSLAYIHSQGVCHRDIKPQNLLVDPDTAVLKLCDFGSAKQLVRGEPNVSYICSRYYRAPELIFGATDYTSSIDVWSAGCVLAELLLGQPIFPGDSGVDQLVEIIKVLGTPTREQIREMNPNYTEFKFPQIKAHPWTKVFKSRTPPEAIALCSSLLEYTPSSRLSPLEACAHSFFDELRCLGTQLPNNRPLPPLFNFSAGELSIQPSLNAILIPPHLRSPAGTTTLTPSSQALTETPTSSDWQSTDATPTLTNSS
aSyn 5UTR inh – MLPCN primary screen, SNCA 5' untranslated region. inhibition, % (tested at 7.5 µM). 300,000 compounds, 0.82% hits. alpha-synuclein 5'UTR reporter, inhibitor activity; in the data active = inhibition above about 60%; inconclusive = no clear call, values can overlap the other calls;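 also: H4 neuroglioblastoma cells stably carrying SNCA 5'UTR luciferase fusion; 0% = DMSO wells and 100% = positive control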
GSK3B inh – human GSK3beta kinase inhibitors, primary screen, biochemical, cell-free homogeneous, HTS; 300,000 compounds, 0.038% hits; activity score (negative = inhibition), % at 10 µM; Glycogen synthase kinase-3 beta (Homo sapiens), P49841; GST-GSK3beta kinase, ADP-Glo luminescence, 60 min; stronger effect = lower value;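 active = more than half of replicate wells score below -50%, meaning over 50% inhibition versus plate controls; inconclusive = some replicates but at most half score below -50%; inactive = no replicate scores below -50%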;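 also: 0% = median DMSO wells and -100% = median GW8510 positive control wells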
Target sequence (P49841 whole entry, looked up): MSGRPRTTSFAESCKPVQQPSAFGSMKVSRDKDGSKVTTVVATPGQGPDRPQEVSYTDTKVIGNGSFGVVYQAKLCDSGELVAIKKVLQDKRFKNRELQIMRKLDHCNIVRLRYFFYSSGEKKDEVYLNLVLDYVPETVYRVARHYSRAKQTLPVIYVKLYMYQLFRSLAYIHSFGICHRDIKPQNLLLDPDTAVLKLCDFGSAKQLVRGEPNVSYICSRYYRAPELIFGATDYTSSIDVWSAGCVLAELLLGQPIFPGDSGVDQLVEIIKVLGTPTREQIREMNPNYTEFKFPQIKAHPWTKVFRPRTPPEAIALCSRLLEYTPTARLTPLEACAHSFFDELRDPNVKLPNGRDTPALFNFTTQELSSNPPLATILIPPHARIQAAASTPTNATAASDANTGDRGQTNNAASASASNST
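Test system: GST-fused GSK3beta enzyme, cell-free | Quantity: 1.6 ng GST-GSK3beta enzyme per well | Reagent: 25 µM ATP with peptide substrate | Schedule: 60 min enzyme reaction, room temperature | Signal: Luminescent ADP-Glo measurement of ADP formed | Read-out basis: Score relative to plate controls | Control set: DMSO and 20 µM GW8510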
IEC-6 cytotox – cytotoxicity in IEC-6 intestinal epithelial cells, primary screen, cytotoxicity control for KLF5 inhibitor project, cell-based, luminescence; IEC-6 cytotoxicity, luminescence viability; 290,000 compounds, 0.78% hits; inhibition, % at 5 µM; in the data active = inhibition above about 22%;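 also: 0% = plate median of test compound wells and 100% = cytotoxic reference compound wells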
HSP90 refold inh – HSP90 inhibitors, primary screen, cell lysate, luminescence; Heat shock protein HSP 90 (rabbit reticulocyte lysate; luciferase refolding); Rabbit reticulocyte lysate, luciferase refolding luminescence, 3 h; inhibition, % at 5.6 µM; 290,000 compounds, 0.91% hits; AID 1789, 2009;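 active = inhibition above the screen-wide mean plus 3 SD, computed separately per campaign, cut at about 16% in these data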;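 also: 0% = DMSO wells and 100% = 60 µM geldanamycin wells; inhibitors lower the luminescence because luciferase stays unfolded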
HSF1 activator – HSF-1 activators, primary screen, NIH3T3-HGL cells, MG132 stress, luminescence, single point | NIH3T3-HGL HSF-1 luciferase reporter, 8 h; 100% = twice DMSO control signal | activation, % at 9 µM | 300,000 compounds, 1.7% hits;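 active = mean replicate activation of at least 50% with a set share of replicates each reaching 50%; inconclusive = only one of those two conditions met; inactive = mean below 50% and too few replicates reaching it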;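 also: 0% = median of the neutral control wells and 100% = twice that signal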
KLF5 inh – KLF5 expression inhibitors, primary screen, DLD-1 cells, luminescence. DLD-1 KLF5 promoter-luciferase reporter. inhibition, % at 5 µM. 290,000 compounds, 0.23% hits. AID 1700, 2009;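 active = inhibition above a per-plate limit of that plate's mean compound inhibition plus 3 SD, cut at about 60% in these data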;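 also: 0% = DMSO wells and 100% = LY294002 at 200 µM; higher means less KLF5 promoter-driven luciferase light; inactives centre near -14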
AI-2 QS modul – Vibrio harveyi AI-2 quorum sensing modulators, primary screen, JMH597 strain, luminescence/OD600 ratio; Vibrio harveyi JMH597 AI-2 luminescence/OD600 ratio, 9 h; stronger effect = lower value; strain lacks LuxN and CqsS sensors; 0 = neutral-control median; activity change, % at 7.5 µM; 300,000 compounds, 0.4% hits; in the data active = activity change below about -75%, passing the limit was not always enough; inconclusive = no clear call, values can overlap the other calls;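 also: luminescence divided by OD600 gain over 9 h not by final OD600 alone; inactives centre near 13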
Starred values were filed as active, the others as inactive; ? = inconclusive; nt = not tested or not shown. Outcome played no part in choosing rows (roughly 4.7% active in at least one column).

SMILES	HIF act	HSF1 inh	GSK3A inh	aSyn 5UTR inh	GSK3B inh	IEC-6 cytotox	HSP90 refold inh	HSF1 activator	KLF5 inh	AI-2 QS modul
O=C(CSc1nnc(Cc2cccs2)n1Cc1ccco1)Nc1cc(Cl)cc(Cl)c1	0.1	8	-1	21	0	7	5	18	-13	29
CCOc1ccc(NC(=O)N(C2CCCC2)C2CCN(C(C)=O)CC2)cc1	-0.5	-7	-3	-17	-9	-2	0	-5	-20	5
COc1ccc(NC(=O)CCC(=O)N(Cc2ccc(OC)c(OC)c2)c2nccs2)c(OC)c1	-0.1	-5	6	-1	1	4	1	12	-6	19
COc1ccc(CCn2nnnc2C(CC(C)C)N2CCN(c3ncccn3)CC2)cc1OC (centres undefined)	-1.0	-3	nt	-7	2	-3	2	33	-26	35
C=CCn1c(SCC(=O)NC2CCCCC2)nnc1C(C)NC(=O)c1cccs1 (centres undefined)	0.1	-6	-3	-15	1	0	0	7	4	7
Cn1c(=O)c(C(=O)COC(=O)c2cc(C(F)(F)F)nc3ccccc23)c(N)n(Cc2ccccc2)c1=O	-2.3	6	-1	12	-1	5	6	15	-8	47
CC(C)CN(Cc1cc2ccccc2[nH]c1=O)C(=O)c1cccnc1	-0.6	5	0	-4	0	-4	-1	10	-28	19
CCC(CC)c1nnc(NC(=O)CCc2ccc(OC)cc2)s1	1.8	3	-2	-5	3	-2	4	-15	-8	3
O=S(=O)(Nc1ccccn1)c1cccs1	-0.7	-2	-1	41	-1	2	0	-10	-2	7
C=CCN(CC(=O)NC1CCCC1)C(=O)C(=O)Nc1ccc2c(c1)OCCO2	0.1	-1	2	7	-1	-5	-3	1	-12	26
Cc1c(C(=O)N2CCCCC2)c(S(=O)(=O)Nc2cccc(Br)c2)c(C)n1C	-0.7	-1	-1	21	1	-2	-2	0	-15	13
Cc1cccc(C)c1NS(=O)(=O)c1cc2c3c(c1)CCN3C(=O)CC2	-1.2	-7	0	8	4	nt	nt	1	nt	18
Cc1cc(C)cc(OCC(=O)OC(C)C(=O)Nc2ccc(Cl)cn2)c1 (centres undefined)	-0.2	4	-4	2	-1	nt	nt	1	nt	5
CN(C(=O)c1ccncc1)C1CCCCC1	-1.0	3	-3	3	4	-2	9	4	-67	21
C=CCn1cnc2c(nnn2-c2cc(C)cc(C)c2)c1=O	-0.1	-4	0	19	4	-1	-1	-6	-5	19
O=C(CO/N=C/c1ccccc1OC(F)F)NCc1ccco1	-0.7	-2	0	16	8	3	5	2	-23	-5
O=C(Nc1nnc(-c2ccccc2)o1)Nc1ccc(F)cc1F	-0.2	-5	2	-15	-1	4	0	12	-36	26
Nc1ccc2nc(CCCCCCc3nc4ccc(N)cc4[nH]3)[nH]c2c1	-0.7	-5	0	4	1	0	1	-9	-9	33
CCc1ccc(OCc2cccc(C(=O)N/N=C\c3cnn(C)c3C)c2)cc1	0.3	11	nt	-51	1	10	-1	31	-101	14
Cc1c(N=Cc2c(O)n(Cc3ccco3)c(=O)c3ccccc23)c(=O)n(-c2ccccc2)n1C	0.1	4	-2	31	0	-2	10	3	-32	11
Cc1cccc([C@@H]2[C@@H]3C(=O)N(Cc4ccccc4)C(=O)[C@@H]3[C@]3(C)C(=O)N(c4ccc(Br)cc4)C(=O)N23)c1	-3.4	-2	0	-34	-4	-2	4	5	-27	18
CC(=O)c1ccc(NC(=O)c2ccc(CNc3c(N4CCOCC4)c(=O)c3=O)cc2)cc1	0.2	0	-1	-3	1	3	4	8	6	12
CN1CCN(c2ccc(NC(=O)COc3cccc4ccccc34)cc2)CC1	-0.2	1	-1	-6	2	-2	-3	-17	-3	16
CCCc1cc(=O)[nH]c(SCC(=O)N2CCN(S(=O)(=O)c3ccc(C)cc3C)CC2)n1	0.0	-7	-1	25	-1	-7	-3	-3	-19	20
CC(=C\C(=O)O)/C(=C/c1ccco1)C(=O)O	0.0	2	-2	4	3	1	5	-2	-5	8
CC(=O)Nc1cccc(NC(=O)C(=O)c2cn(CC(=O)N3CCCCC3)c3ccccc23)c1	1.3	-1	-2	-121	-1	-11	1	24	-14	9
Cc1cc(C)cc(SCc2noc(C(=O)NCC3CCCO3)c2C(=O)O)c1 (centres undefined)	-0.4	-1	-6	19	7	-1	-5	-2	-8	21
Cc1ccccc1CN1CCN(Cc2ccc3cccc(F)c3n2)CC1CCO (centres undefined)	0.4	-1	1	13	2	6	3	-8	-6	15
CCCc1[nH]n(-c2ccc(F)cc2)c(=O)c1C=Nc1ccc(C)cc1	1.0	-12	-1	14	-1	2	-2	-13	-10	11
CCc1ccc(NC(=O)C(=O)NCC2CCCO2)cc1 (centres undefined)	4.5	22	1	-137	0	-7	-1	21	-72	14
O=c1nc(SCc2ccc(Cl)cc2)nc(-c2ccccc2)[nH]1	-0.5	-2	-3	20	0	0	-2	14	-11	2
C=CCC1c2cccc(C(=O)O)c2C(=O)N1c1ccc(F)cc1 (centres undefined)	0.1	-5	0	27	-1	-7	4	-15	-29	10
COc1ccc(N2CCN(c3nc4cc(C)ccc4cc3C=O)CC2)cc1	-0.2	-10	-3	-37	-1	-3	-4	-4	-7	24
CC(NC(=O)C1CC1)c1ccc(-c2ccccc2)cc1 (centres undefined)	0.1	7	-1	-22	-1	1	-2	16	-17	23
COc1cc(-c2noc(-c3cccs3)n2)cc(OC)c1OC	1.5	13	0	-95	2	2	-5	16	-9	24
Cc1ccc(NC(=O)COC(=O)/C=C/c2cccs2)cc1	0.1	4	-1	-28	-2	1	2	2	-30	27
O/N=C/c1cccnc1Sc1ccccc1	-0.1	-3	0	16	0	7	0	-6	-17	7
Cc1ccc(S(=O)(=O)N(C)c2cc(S(=O)(=O)Nc3ccncc3)c(C)cc2C)cc1	-0.3	18	1	-13	2	0	-4	44	-8	28
O=c1cc(CO)oc(C(Nc2cccc(C(F)(F)F)c2)c2ccccn2)c1O (centres undefined)	0.6	0	5	-23	2	1	3	-4	-24	38
CSc1ccccc1OCc1cc(C(=O)N2CCSCC2)no1	3.1	15	0	-113	4	0	-4	37	-116	2
CN(C)C=NC(=O)c1[nH]c2ccc(Cl)cc2c1-c1ccccc1	-0.3	6	9	34	-1	14	7	9	24	-4
O=C(Nc1ccnn1C1CCN(C/C=C/c2ccccc2)CC1)c1ccccc1	0.0	6	2	9	-1	-2	-1	8	-10	23
COc1ccc(N2CCN(CC(=O)Nc3nc4c(s3)CC(C)CC4)CC2)cc1 (centres undefined)	-0.1	1	1	29	-5	-4	-2	-13	-26	16
Cc1cccc(N=C2NC(=O)/C(=C/c3cccn3C)S2)c1	2.2	16	-2	-28	-1	-2	2	20	-4	27
O=c1[nH]c(N2CCN(c3ccccc3)CC2)nc2c1CCC2	-0.1	18	-3	-14	0	3	-2	?	-11	9
CC(/C=C/c1ccccc1)=N\NC(=O)c1ccc2c(c1)OCCO2	1.3	?	6	-43	-1	12	2	-54	-20	20
Cc1ccccc1-n1c(SCC(=O)N/N=C/C=C/c2ccccc2[N+](=O)[O-])nc2ccccc2c1=O	-0.9	40	0	31	1	0	7	32	-2	7
O=C(Cn1c(-c2ccccc2)noc1=O)NCc1ccccc1	0.0	-6	2	23	0	0	-1	16	-18	5
Cc1ccc(SCC(=O)Nc2ccc(N3CCOCC3)cc2)c(C)c1	-0.3	17	0	5	2	-1	-1	43	-4	1
CC12CC3(C)CC(C)(C1)CC(C(=O)NC(=S)N1CCCC1)(C2)C3	0.2	4	-3	-4	2	-1	-1	-1	-5	31
O=c1c2ccccc2[nH]c2ccc(F)cc12	-0.1	nt	-3	-9	-3	7	0	nt	-4	11
C=CCN(Cc1cc(OC)ccc1OC)S(=O)(=O)N(C)C	nt	nt	1	nt	0	3	-3	nt	7	4
Cc1cccc(OCCN2C(=O)C(=O)c3cc(C)ccc32)c1	0.7	-15	-2	-50	0	79*	-2	-16	-26	45
CCCSc1nnc(Cn2c(=O)sc3ccccc32)n1C	0.7	12	-1	6	-5	0	-5	15	6	11
CCCC(=O)Nc1cccc(S(=O)(=O)N(C)c2ccccc2)c1	-0.1	-1	-1	17	2	-2	7	-7	7	17
COCCNC(=O)[C@@H]1CCCN1C(=O)C1CCN(S(=O)(=O)c2ccc(C)cc2)CC1	-0.5	-2	-11	-2	-1	-3	0	-16	-21	15
CCc1cc2ccccc2nc1SCC(=O)N1CCN(C(=O)c2ccco2)CC1	0.0	3	nt	14	3	13	8	8	7	20
CC(C)Oc1ccc(N2CC(C(=O)Nc3ccccc3F)CC2=O)cc1 (centres undefined)	-0.1	0	-3	-1	1	8	-1	-19	-34	21
C=C(C)n1c(=O)n(Cc2ccc(C)cc2)c2ccccc21	-16	2	-6	27	-2	1	-1	-12	-9	2
Cc1cc(C)n2nc(CC#N)c(C#N)c2n1	0.1	-5	0	19	6	-6	-1	-3	-10	27

Next records:
SMILES	HIF act	HSF1 inh	GSK3A inh	aSyn 5UTR inh	GSK3B inh	IEC-6 cytotox	HSP90 refold inh	HSF1 activator	KLF5 inh	AI-2 QS modul
COc1ccc(NC(=O)Cn2ncn3c(cc4ccccc43)c2=O)c(OC)c1OC	-0.3	-1	0	30	-6	6	3	7	-2	18
S=C(NCc1ccc(Cl)c(Cl)c1)Nc1ccc2c(c1)OCO2	0.8	18	1	-110	2	4	-2	8	-19	9
O=C(CSc1nnc(CNC(=O)c2ccccc2F)o1)c1ccc(Cl)cc1	-9.1	5	0	11	1	0	1	11	-1	21
Cc1c(C#N)c2ncn(CCCN(C)C)c(=O)c2n1-c1ccccc1	0.1	-3	-1	-7	1	-4	-1	-2	-11	2
CC(=O)N(C)c1ccc(NC(=O)Nc2ccc(C)c(C)c2)cc1	0.8	19	-1	-41	-2	7	-6	47	-28	10
NS(=O)(=O)c1ccc(CCNC(=O)/C=C/c2ccccc2[N+](=O)[O-])cc1	-0.3	-8	1	-5	0	-3	0	-2	4	15
Cc1ccc(-c2noc(CCC(=O)NCC3CCN(Cc4cccc(C)c4)CC3)n2)cc1	-0.5	1	2	-1	-3	2	3	13	-7	15
Cn1ncc(Br)c1C(=O)N1CCN(C(=O)c2ccco2)CC1	0.1	-9	-4	14	3	1	3	-10	-20	25

Compound activity: PubChem, several laboratories
